ERAP1 inh: blocks human ERAP1 aminopeptidase activity. hit rate 0.15% among 340,000. Q9NZ08. inhibition, % at 10.7 µM. recombinant ERAP1, Leu-AMC fluorescence, 60 min;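 active = mean replicate inhibition of at least 30%, or all replicates individually reaching that 30% level; inactive = mean below 30% and not every replicate reaching it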;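 also: 0% = neutral control wells and 100% = L-leucinethiol positive control wells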
RAD54 inh: inhibitors of human RAD54 branch migration; Q92698; RAD54 Holliday junction branch migration, FAM/BHQ fluorescence; inhibition, % at 10.4 µM; hit rate 0.14% among 360,000;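 active = mean normalized replicate activity at least 40 and at least half of replicates scoring 40 or more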;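 also: 0% = median of neutral control wells and 100% = median of positive control wells; inhibitors cause a drop in the FAM fluorescence signal; in these data hits start at about 50%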
Target sequence (Q92698 whole entry, looked up): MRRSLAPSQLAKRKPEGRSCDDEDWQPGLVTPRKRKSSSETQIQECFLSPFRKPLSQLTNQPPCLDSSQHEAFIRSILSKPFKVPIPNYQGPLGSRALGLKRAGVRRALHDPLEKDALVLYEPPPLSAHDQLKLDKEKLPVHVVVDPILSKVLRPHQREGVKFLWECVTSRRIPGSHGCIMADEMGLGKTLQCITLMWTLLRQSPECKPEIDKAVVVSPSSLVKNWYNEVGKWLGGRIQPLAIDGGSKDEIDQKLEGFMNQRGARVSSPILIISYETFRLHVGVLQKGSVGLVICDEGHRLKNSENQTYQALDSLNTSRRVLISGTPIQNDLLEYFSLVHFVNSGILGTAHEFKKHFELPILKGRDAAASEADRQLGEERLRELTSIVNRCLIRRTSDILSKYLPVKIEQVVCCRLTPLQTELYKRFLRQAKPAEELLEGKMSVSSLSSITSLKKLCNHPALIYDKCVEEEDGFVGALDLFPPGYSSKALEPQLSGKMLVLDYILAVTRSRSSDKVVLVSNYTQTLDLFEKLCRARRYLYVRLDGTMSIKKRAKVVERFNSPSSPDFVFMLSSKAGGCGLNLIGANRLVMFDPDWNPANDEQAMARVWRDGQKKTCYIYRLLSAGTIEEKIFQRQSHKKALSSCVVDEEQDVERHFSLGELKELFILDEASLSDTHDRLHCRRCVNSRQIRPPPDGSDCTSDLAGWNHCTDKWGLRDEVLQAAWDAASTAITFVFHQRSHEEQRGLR
Xi reactivation: activators of X-chromosome reactivation in mouse fibroblasts; XiGFP mouse fibroblasts, % GFP-positive cells imaging, 3 d; cells co-treated with 5-aza-dC sensitizer; scaled so ellipticine positive control = 100%; AID 743238; hit rate 0.055% among 360,000; activation, % at 7.58 µM;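 active = mean normalized replicate activation at least 10% and every replicate at or above 10%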;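 also: 0% = median of on-plate neutral control wells and 100% = ellipticine 6 µM median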
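Material: XiGFP fibroblasts, SV40-immortalized. Buffer or medium: DMEM plus 5-aza-dC sensitizer. Compound: single concentration per compound, delivered by pin transfer. Times: 3 days compound exposure. Controls: ellipticine 6 µM.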
S100A4 MyoIIA: S100A4-myosin IIA interaction inhibition | P26447 | inhibition, % at 10.7 µM | AID 652163 | hit rate 0.14% among 360,000 | S100A4/TAMRA-MyoIIA peptide fluorescence polarization;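 active = mean inhibition of at least 70% across replicates, with every replicate also reaching that level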
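incubation = readout 5 min after mixing, signal stable up to 60 min | system = S100A4 monomer protein | buffer or medium = HEPES pH 7.2 with CaCl2, KCl, NaCl, DTT, Triton | benchmarks = neutral control DMSO, positive control TFP | also added = fluorescent myosin IIA peptide, 5 nM | compound dosing = one concentration per compound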
RAD52 inh: blocks human RAD52 DNA annealing. recombinant RAD52 DNA annealing, FRET fluorescence. P43351. inhibition, % at 18.7 µM. hit rate 0.46% among 360,000;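 active = every replicate showing at least 50% inhibition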
esBAF inh: blocks esBAF chromatin remodeling in mouse ES cells; reporter increase, % at 12.5 µM; Bmi1-luciferase knock-in reporter, 24 h; 100% = twice the neutral-well signal; hit rate 2% among 350,000; in the data active = activation above about 40%;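 also: 0% = median of the plate's neutral control wells and 100% = double that signal; a rise in the Bmi1 reporter signal indicates esBAF inhibition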
E-sel inducer: E-selectin induction on HUVECs. HUVEC E-selectin immunofluorescence imaging; normalized: neutral wells 0, TNF-alpha wells 100. activation, % at 7.58 µM. hit rate 0.37% among 260,000. AID 686992;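 active = mean E-selectin-positive cell signal at least 10% of the positive control, reached in at least 60% of replicates, without over 20% cell loss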;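 also: in these data hits start at about 27%; measured in HUVEC primary endothelial cells; signal is the percent of cells scored E-selectin positive by PE staining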
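assay system = HUVEC, human umbilical vein endothelial cells | input = 3,000 HUVEC seeded per well | medium = EGM-2 growth medium on 0.1% gelatin-coated wells | dosing = one compound dose added by pin transfer | signal = immunofluorescence imaging | read-out basis = % PE-positive cells | control set = TNF-alpha, DMSO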
ERp5 block: ERp5 (human) disulfide isomerase inhibition; Q15084; ERp5 insulin aggregation, absorbance 650 nm, 90 min; inhibition, % at 9.99 µM; hit rate 0.05% among 350,000; AID 651711;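 active = mean replicate inhibition above about 25%, with every replicate also reaching it, limit read from the data, passing the limit was not always enough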
Starred values were filed as active, the others as inactive; . = no result given.

| # | SMILES | RAD52 inh | S100A4 MyoIIA | Xi reactivation | ERAP1 inh | esBAF inh | ERp5 block | E-sel inducer | RAD54 inh |
| --- | --- | --- | --- | --- | --- | --- | --- | --- | --- |
| 1 | COc1ccccc1C(=O)NCC(=O)NC(C)c1ccc(-n2ccnc2)cc1 (configuration not stated) | -13 | -3 | 0.4 | -1 | . | 8 | -0.1 | -4 |
| 2 | CCNC(=O)C[C@@H]1CC[C@H]2[C@@H](COC[C@H](O)CN2C(=O)c2cccnc2)O1 | -49 | -45 | 0.0 | 2 | -2 | -3 | 0.1 | -2 |
| 3 | Cc1ccc(CCNC(=O)Cn2ncc3c([nH]c4ccccc43)c2=O)cc1 | -6 | 3 | 0.0 | 0 | 4 | 2 | . | 4 |
| 4 | O=C(CCc1c[nH]c2ccccc12)N1CCCC1 | -2 | -6 | 0.0 | -1 | 4 | 1 | . | 2 |
| 5 | COCC#Cc1ccc([C@@H]2[C@H]3CN(C(=O)Nc4ccccc4F)CC(=O)N3[C@H]2CO)cc1 | 2 | 2 | 0.0 | -1 | . | 9 | 0.0 | . |
| 6 | COc1cc(NC(=O)c2cc(OC)c(OC)c(OC)c2)cc(-n2cnnn2)c1 | -15 | -5 | 0.1 | -2 | -8 | -2 | . | 1 |
| 7 | COC(CN(C)C(C(=O)NC1CCCCC1)c1ccccc1)OC (configuration not stated) | -14 | 3 | 0.0 | -3 | -4 | -5 | 6.4 | 4 |
| 8 | Cc1nn(Cc2noc(C(=O)NCc3ccc4c(c3)OCO4)n2)c(C)c1Br | -16 | 1 | 0.4 | -1 | . | 2 | 0.7 | -3 |
| 9 | O=C(C[C@H]1C=C[C@H](NS(=O)(=O)c2ccccc2)[C@H](CO)O1)N1CCc2ccccc2C1 | -7 | -4 | -0.1 | -2 | . | -3 | 0.1 | . |
| 10 | COc1ccc(-c2csc(N)n2)cc1F | -28 | -8 | -0.1 | -2 | . | -3 | 2.0 | . |
| 11 | C[C@@H]1CN([C@H](C)CO)C(=O)c2ccccc2-c2ccccc2CO[C@H]1CN(C)S(=O)(=O)c1ccccc1F | 13 | -1 | 1.1 | -1 | -4 | 2 | 0.0 | 2 |
| 12 | CCCCn1c(N)c(N(CCOC)C(=O)CN2C(=O)C3CCCCC3C2=O)c(=O)[nH]c1=O (configuration not stated) | 8 | -7 | 0.6 | -2 | -2 | -4 | . | 8 |
| 13 | CCOC(=O)C1=CCN(S(=O)(=O)c2ccccc2F)C1c1cccc(C)c1 (configuration not stated) | -8 | -11 | -0.1 | -6 | -3 | 7 | 0.1 | 9 |
| 14 | CCCCc1ccc(CC(=O)Nc2cc(S(=O)(=O)N3CCOCC3)ccc2O)cc1 | -9 | -3 | 0.3 | 4 | 0 | -3 | -0.4 | -3 |
| 15 | COc1ccc(C#Cc2ccc3c(c2)[C@H]2[C@H](CCN2C(=O)C2CC2)[C@H](CO)N3)cc1 | -2 | -5 | 0.1 | 2 | 2 | -1 | 0.9 | 1 |

Molecules above with an NH in an aromatic ring:
| # | SMILES | RAD52 inh | S100A4 MyoIIA | Xi reactivation | ERAP1 inh | esBAF inh | ERp5 block | E-sel inducer | RAD54 inh |
| --- | --- | --- | --- | --- | --- | --- | --- | --- | --- |
| 3 | Cc1ccc(CCNC(=O)Cn2ncc3c([nH]c4ccccc43)c2=O)cc1 | -6 | 3 | 0.0 | 0 | 4 | 2 | . | 4 |
| 4 | O=C(CCc1c[nH]c2ccccc12)N1CCCC1 | -2 | -6 | 0.0 | -1 | 4 | 1 | . | 2 |
| 12 | CCCCn1c(N)c(N(CCOC)C(=O)CN2C(=O)C3CCCCC3C2=O)c(=O)[nH]c1=O (configuration not stated) | 8 | -7 | 0.6 | -2 | -2 | -4 | . | 8 |

Additional entries follow:
| # | SMILES | RAD52 inh | S100A4 MyoIIA | Xi reactivation | ERAP1 inh | esBAF inh | ERp5 block | E-sel inducer | RAD54 inh |
| --- | --- | --- | --- | --- | --- | --- | --- | --- | --- |
| 16 | C[C@@H]1CN([C@@H](C)CO)C(=O)c2ccccc2-c2ccccc2CO[C@@H]1CN(C)C(=O)Nc1ccnc(N2CCOCC2)c1 | -13 | -14 | -0.1 | -2 | 0 | -7 | -0.2 | -4 |
| 17 | COc1cccc(CNC(=O)CCC2CCCN(C(=O)c3cccc(Cl)c3)C2)c1 (configuration not stated) | 4 | -1 | 0.1 | -3 | 0 | -7 | . | 2 |
| 18 | O=C(CCSc1ccccc1)N1CCCC1 | 2 | 1 | 0.1 | -3 | -4 | -3 | . | -33 |
| 19 | O=C(C1CCC1)N1CC(=O)N2[C@H](CO)[C@H](c3ccc(Br)cc3)[C@@H]2C1 | 5 | 8 | 0.0 | -1 | . | -2 | 0.0 | . |
| 20 | O=C(c1ccc2c(c1)OCO2)C1CCCN(Cc2cc(F)ccc2-n2cccn2)C1 (configuration not stated) | -6 | -6 | 0.1 | -1 | . | 4 | . | . |
| 21 | CO[C@@H]1CN(C)C(=O)c2cc(NC(=O)c3ccc(F)cc3)ccc2OC[C@H](C)NC[C@@H]1C | . | . | -0.4 | . | 3 | . | -0.1 | -2 |
| 22 | O=C(N/C(=C\c1ccc(Br)cc1)C(=O)N1CCCC1)c1cccs1 | -5 | 0 | -0.1 | -1 | . | 5 | . | . |
| 23 | CCCC#Cc1cnc2c(c1)C(=O)N([C@H](C)CO)C[C@@H](C)[C@@H](CN(C)Cc1ccccc1)O2 | 3 | 4 | 0.1 | 0 | -3 | -6 | 0.8 | 4 |
| 24 | NC(=O)c1nn(-c2ccccc2)nc1NC(=O)CN1CCCC1 | -16 | -6 | 0.2 | -2 | . | -1 | . | 0 |
| 25 | O=C(/C=C/c1ccco1)N(Cc1ccc(Cl)cc1)C1CCS(=O)(=O)C1 (configuration not stated) | -9 | -1 | 0.0 | . | . | 2 | -0.1 | . |
| 26 | Cc1sc2nc(SCC(=O)NCc3ccco3)n(-c3ccccc3)c(=O)c2c1C | -14 | -3 | . | 5 | 6 | -1 | . | 0 |
| 27 | O=C(N/N=C\c1cn[nH]c1-c1ccccc1)c1cccnc1 | 2 | 2 | . | 3 | 3 | -2 | . | -2 |
| 28 | C[C@@H](NC(=O)C[C@H]1CC[C@H]2[C@@H](COC[C@H](O)CN2C(=O)Nc2cccc(Cl)c2)O1)c1ccccc1 | -6 | -3 | 0.2 | -12 | 15 | -4 | -0.1 | 1 |

Fetched by compound from the entries so far, 3 records:
| # | SMILES | RAD52 inh | S100A4 MyoIIA | Xi reactivation | ERAP1 inh | esBAF inh | ERp5 block | E-sel inducer | RAD54 inh |
| --- | --- | --- | --- | --- | --- | --- | --- | --- | --- |
| 22 | O=C(N/C(=C\c1ccc(Br)cc1)C(=O)N1CCCC1)c1cccs1 | -5 | 0 | -0.1 | -1 | . | 5 | . | . |
| 24 | NC(=O)c1nn(-c2ccccc2)nc1NC(=O)CN1CCCC1 | -16 | -6 | 0.2 | -2 | . | -1 | . | 0 |
| 21 | CO[C@@H]1CN(C)C(=O)c2cc(NC(=O)c3ccc(F)cc3)ccc2OC[C@H](C)NC[C@@H]1C | . | . | -0.4 | . | 3 | . | -0.1 | -2 |

One compound at a time, as listed above. Values in the order: RAD52 inh, S100A4 MyoIIA, Xi reactivation, ERAP1 inh, esBAF inh, ERp5 block, E-sel inducer, RAD54 inh
`O=C(N/C(=C\c1ccc(Br)cc1)C(=O)N1CCCC1)c1cccs1` is listed with -5, 0, -0.1, -1, ., 5, ., .
`O=C(CCSc1ccccc1)N1CCCC1` is listed with 2, 1, 0.1, -3, -4, -3, ., -33
`O=C(N/N=C\c1cn[nH]c1-c1ccccc1)c1cccnc1` is listed with 2, 2, ., 3, 3, -2, ., -2
`NC(=O)c1nn(-c2ccccc2)nc1NC(=O)CN1CCCC1` is listed with -16, -6, 0.2, -2, ., -1, ., 0

Screens as filed in PubChem BioAssay.
